# Bioassay records (PubChem)
# M5 ag: agonists of human muscarinic M5 receptor (CHRM5); CHO-K1 hM5 cells, Fluo-8 calcium fluorescence; 0% DMSO wells, 100% maximal acetylcholine response; activation, % at 3 µM; hit rate 0.19% among 360,000; AID 624037;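 active = activation above the run's mean over test compounds plus 3 SD, cut at about 23% in these data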;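 note: signal is peak over basal fluorescence ratio across the kinetic read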
# Target sequence (P08912 whole entry, looked up): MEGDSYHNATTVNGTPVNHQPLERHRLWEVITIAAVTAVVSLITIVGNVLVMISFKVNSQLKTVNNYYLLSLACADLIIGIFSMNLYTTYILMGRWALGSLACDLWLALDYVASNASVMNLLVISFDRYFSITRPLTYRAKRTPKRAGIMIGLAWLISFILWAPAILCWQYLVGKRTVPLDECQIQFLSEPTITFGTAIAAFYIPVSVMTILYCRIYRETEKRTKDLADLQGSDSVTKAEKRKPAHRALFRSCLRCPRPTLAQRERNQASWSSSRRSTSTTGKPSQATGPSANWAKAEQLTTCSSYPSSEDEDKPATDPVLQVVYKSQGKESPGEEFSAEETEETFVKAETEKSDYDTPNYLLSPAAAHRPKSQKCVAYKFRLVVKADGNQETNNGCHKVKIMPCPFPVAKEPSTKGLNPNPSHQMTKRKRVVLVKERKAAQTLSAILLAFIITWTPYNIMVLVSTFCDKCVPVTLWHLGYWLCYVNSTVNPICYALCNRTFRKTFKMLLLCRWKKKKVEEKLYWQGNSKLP
# CHRM4 PAM: positive allosteric modulators of human muscarinic M4 receptor. CHO-K1 hM4/Gqi5, Fluo-8 calcium fluorescence, ACh EC20; 0% = ACh EC20, 100% = maximal ACh. activation, % at 3 µM. hit rate 0.4% among 360,000. AID 624126;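 active = activation above its plate's cutoff, the mean activation of sample wells plus 3 SD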; note: some results filed as inactive read as strong as hits
# CHRM1 PAM: positive allosteric modulators of human M1 muscarinic receptor | P11229 | activation, % at 3 µM | CHO-K1 hM1, Fluo-8 calcium fluorescence, ACh EC20; 0% = ACh EC20, 100% = maximal ACh | hit rate 0.088% among 360,000; in the data active = activation above about 19%, passing the limit was not always enough
# Target sequence (P11229 whole entry, looked up): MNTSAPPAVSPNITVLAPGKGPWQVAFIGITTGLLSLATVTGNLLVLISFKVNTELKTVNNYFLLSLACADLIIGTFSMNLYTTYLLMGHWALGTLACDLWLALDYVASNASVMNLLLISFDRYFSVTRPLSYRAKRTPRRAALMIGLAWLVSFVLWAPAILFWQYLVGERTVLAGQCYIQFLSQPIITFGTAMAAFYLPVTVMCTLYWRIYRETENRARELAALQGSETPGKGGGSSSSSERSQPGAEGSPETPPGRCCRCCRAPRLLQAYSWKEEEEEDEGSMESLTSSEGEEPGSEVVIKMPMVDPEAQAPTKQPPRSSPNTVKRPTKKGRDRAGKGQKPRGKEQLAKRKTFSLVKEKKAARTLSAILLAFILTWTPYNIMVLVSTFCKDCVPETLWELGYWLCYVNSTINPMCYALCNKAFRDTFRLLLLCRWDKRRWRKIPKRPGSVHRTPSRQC
# M5 antag: blocks acetylcholine activation of human M5 receptor. P08912. CHO-hM5 cells, Fluo-8 calcium fluorescence, ACh EC80. inhibition, % at 3 µM. hit rate 0.59% among 360,000. AID 624040;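 active = inhibition above a per-plate cutoff, the mean of that plate's test compounds plus 3 SD, cut at about 27% in these data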;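 note: 0% = acetylcholine EC80 with DMSO and 100% = DMSO without agonist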
# CHRM4 antagonist: antagonists of human muscarinic M4 receptor (CHRM4); P08173; CHO-hM4 cells, ACh EC80, Fluo-8 calcium fluorescence; inhibition, % at 3 µM; hit rate 0.73% among 360,000; AID 624125;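 active = inhibition above its plate's cutoff, the mean inhibition of sample wells plus 3 SD, cut at about 27% in these data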;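 note: 0% = acetylcholine EC80 with DMSO and 100% = DMSO without agonist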
# CHRM5 PAM: positive allosteric modulators of human muscarinic M5 receptor; activation, % at 3 µM; CHO-K1 hM5, Fluo-8 calcium, ACh EC20 PAM; 0% = ACh EC20, 100% = ACh EC100; AID 624038; hit rate 0.3% among 360,000; P08912;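 active = activation above the run cutoff, the mean activation of all test compounds plus 3 SD, cut at about 18% in these data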
#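 System – CHO-K1 hM5 cells · Compound – 3 µM, single dose · Incubation – compound preincubation 140 s before EC20 acetylcholine addition · Technique – Fluo-8 calcium fluorescence · Measure – Max/basal fluorescence ratio as % of EC20–EC100 ACh window · Benchmarks – low control EC20 acetylcholine (0%), high control EC100 acetylcholine (100%) · Replication – singlicate, one well per test compound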
# M4 ag: CHRM4 agonism in calcium assay; P08173; CHO-K1 hM4/Gqi5, Fluo-8 calcium fluorescence; vehicle 0%, full acetylcholine response 100%; activation, % at 3 µM; hit rate 0.14% among 360,000;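 active = activation above the run mean over all test wells plus 3 SD, cut at about 32% in these data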;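 note: peak over basal fluorescence ratio per well then scaled between controls; 0% = DMSO wells and 100% = acetylcholine at EC100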
# CRFR2-BP antag: blocks CRF-induced signaling of the CRF-BP/CRF-R2 complex | AID 588475 | HEK293 CRF-R2/CRF-BP, CRF-induced calcium fluorescence | inhibition, % at 11.8 µM | hit rate 0.59% among 350,000;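 active = inhibition of the ligand-induced calcium signal above about 50% at the single tested concentration, limit read from the data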
# CRFBP-R2 agonist: agonists of human CRF-binding protein/CRF-R2 receptor complex; HEK293 CRF-R2/CRF-BP, calcium dye fluorescence (FLIPR); percent of saturating CRF peptide response; activation, % at 13.2 µM; hit rate 0.46% among 350,000;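 active = activation of at least 50%, plus an integration ratio under a set limit after plate pattern correction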;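 note: plate controls were neutral control wells without compound for no effect and CRF at EC100 for full effect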
# The depositor's hits bear a star; . = not tested or not shown. Hits appear at their usual frequency; about 2.6% have a hit in one of these screens.
# Sequence of screens: CHRM1 PAM	M5 antag	CHRM5 PAM	CRFR2-BP antag	M5 ag	M4 ag	CHRM4 PAM	CHRM4 antagonist	CRFBP-R2 agonist
O=C(Cc1ccccc1)Nc1cc(Cl)ccc1Sc1ccccc1
→ -9	3	-4	1	-4	0	2	5	7.0
CC(C)C(c1nnnn1C(C)(C)C)N1CCOCC1 (configuration not stated)
→ 9	0	6	8	-11	0	2	-2	-0.8
Cn1nc(C(F)(F)F)c(C(=O)Nc2ccc(F)cc2F)c1Sc1cccc(Cl)c1
→ -16	-2	-12	25	-10	-2	-12	-13	-0.5
CCOc1ccc(S(=O)(=O)/N=C(/Nc2ccc(S(N)(=O)=O)cc2)c2ccccc2)cc1
→ 1	0	6	4	1	-1	-1	9	0.6
O=C(Nc1cccc(Cl)c1)c1cccnn1
→ 6	12	-7	5	2	10	-2	4	-0.2
c1ccc(CSc2nnc(-c3cccs3)n2Cc2ccco2)cc1
→ 1	-7	0	25	-5	1	-1	8	-0.2
CN(Cc1cccs1)C(=O)C1CC(=O)N(Cc2ccccc2)C1 (configuration not stated)
→ 0	5	-7	-1	2	2	8	3	-3.5
COC(=O)c1ccc(-c2c(-c3ccccc3)ncc3cc(F)ccc23)cc1
→ 0	4	5	16	1	0	-1	0	0.7
COc1ccc(-c2nc(CS(=O)CC(=O)N3CCc4ccccc4C3)c(C)o2)cc1 (configuration not stated)
→ -2	1	-9	2	-1	2	-3	-5	-0.9
COC(=O)c1[nH]c2ccccc2c1NC(=O)C(C)N1CCOCC1 (configuration not stated)
→ 14	-15	14	-5	6	0	-2	-3	-0.1
O=C(NCCC1=CCCCC1)C(=O)NCC(c1ccco1)N1CCN(c2ccccc2F)CC1 (configuration not stated)
→ 1	11	-9	1	1	1	-6	-5	0.4
COCCn1c(C)cc(C(=O)COC(=O)c2ccc([N+](=O)[O-])o2)c1C
→ 5	4	-2	23	1	2	1	-9	-0.9
S=C(SSC(=S)N1CCOCC1)N1CCOCC1
→ 10	-8	1	.	1	2	4	-15	.
C/C(=N\Nc1ccc(C)c(Cl)c1)c1cccnc1
→ 4	8	-1	-5	-4	1	2	3	-2.3
O=C(Nc1nnc(Cc2ccccc2)s1)c1ccco1
→ 1	-3	0	-3	2	1	-7	-1	-1.1
Cc1ccc(-c2nc3c(c(SCC(=O)N4CCOCC4)n2)Cc2c(CO)cnc(C)c2O3)cc1
→ 6	14	-8	-9	-1	6	0	0	2.3
CN(C)C(=O)NC1CCCCCCCCCCC1
→ 7	5	4	-2	-3	0	2	-1	0.0
Cc1ccc(C(=O)OC2OC(=O)C(Cl)=C2N2CCOCC2)cc1 (configuration not stated)
→ 2	-1	-2	33	0	2	19	-4	0.9
COC(=O)Cc1ccc(OC2(C)CCN(Cc3ccccc3OC(F)F)C2)cc1 (configuration not stated)
→ -22	4	-10	.	-4	0	-11	55*	.
O=C(O)c1cc(-c2ccccc2)on1
→ 12	11	0	-17	2	2	5	-1	0.8
CSc1ccccc1NC(=O)Nc1ccccc1
→ 8	7	-2	5	-2	0	3	1	0.4
COc1ccc(C(C)(O)c2nc(-c3cccc(F)c3)cs2)cc1 (configuration not stated)
→ -1	9	-5	.	-1	3	0	-6	.
CCCCNC(=O)C1CCN(Cc2ccc(OCc3ccccc3)c(OC)c2)CC1
→ 9	7	-5	-11	-1	3	-4	8	1.3
CCCn1c(-c2ccc(C(=O)OC)cc2)nc2c1c(=O)[nH]c(=O)n2Cc1ccccc1
→ 7	9	0	-10	-2	0	-4	-1	1.5
Cc1cc(NC(=O)CSc2ncnc3sc(C)c(C)c23)no1
→ 7	0	5	-7	-1	1	4	-3	-1.9
CCN1CCN(S(=O)(=O)c2ccc3[nH]c(=O)oc3c2)CC1
→ -1	0	1	9	1	0	-6	1	-0.8
C[C@H](CO)N1C[C@H](C)[C@@H](CN(C)Cc2ccncc2)Oc2c(NC(=O)C3CCCCC3)cccc2C1=O
→ 11	15	1	0	-1	0	9	0	-1.2
COc1ccc(N2CCN(C(=O)c3ccccc3N(C)S(=O)(=O)c3ccccc3)CC2)cc1
→ 1	-25	3	-4	-8	3	0	-9	-1.1
CSc1ccccc1OCc1cc(C(=O)N(C)Cc2ccc3nsnc3c2)no1
→ -1	10	-4	13	-5	6	-8	-6	1.4
CCCCOc1cccc(NC(=O)CSc2nncn2C)c1
→ -1	-2	-1	10	0	0	1	-2	-3.2
C=CC[C@@H](CC(=O)N[C@H](CO)Cc1ccccc1)C(=O)N[C@H](C)COC(=O)[C@@H](CC=C)CC(=O)OC(C)(C)C
→ 0	15	-4	2	3	3	-1	-8	-2.1
C=CCNc1nc(C(=O)OC(C)C(=O)c2ccc(C)cc2)cs1 (configuration not stated)
→ -4	-4	11	5	-6	1	3	0	-0.1
CC(C)NC(=O)Cn1nnc(-c2cccc(NC(=O)c3ccccc3F)c2)n1
→ 4	1	1	-7	2	2	1	-1	4.5
CCc1ccc(NC(=O)c2cnn(-c3ccccc3)c2C)cc1
→ 3	3	-3	0	1	6	-4	-1	-0.8
COc1ccccc1NC(=O)c1cc(=O)[nH]c2ccccc12
→ 6	-2	1	0	0	2	3	-3	-1.3
Cc1cc(=O)n(C)c(=O)n1CCCCOc1ccc([N+](=O)[O-])cc1
→ -8	4	-2	34	4	3	-6	3	0.1
Cc1ccc(NC(=O)COc2ccc(Br)cc2C)cc1
→ 7	-5	-1	-7	-3	-2	-3	-2	-0.7
CN(C)C(=O)C[n+]1ccc(/C=N/O)cc1
→ 15	-2	5	-13	0	2	10	0	2.1
COCCNC(=O)C(c1ccc(O)cc1)N(Cc1ccccc1)C(=O)CCC(=O)Nc1ccccn1 (configuration not stated)
→ 19	14	-1	-1	-2	1	1	3	0.3
CCC(C)N=C1SCC(C)(/C=N/O)S1 (configuration not stated)
→ 7	1	2	7	-2	1	-6	4	-0.2
Cc1ccc(NC(=O)C2CC2c2ccccc2)cc1 (configuration not stated)
→ 0	-7	3	-4	-10	-2	0	-3	0.6
CC1CCCC(C)N1C(=O)COC(=O)c1cccs1 (configuration not stated)
→ 3	10	7	62*	-2	1	2	0	-0.1
CC(=O)c1c(C)oc(C)c1CSCc1ccc(C(=O)O)o1
→ 15	-1	3	-31	-7	-1	2	-2	4.8
Cc1nc([N+](=O)[O-])c(N2CCN(C)CC2)n1Cc1ccccc1
→ -21	3	-28	-4	-14	0	-12	2	0.6
CCOC(=O)c1nn(-c2ccc3c(c2)CCN3C(C)=O)cc1O
→ 2	-1	-6	10	3	1	1	-4	-3.2
O=C1CCCC(=O)C1Sc1ccc(Cl)cc1
→ 9	-6	8	-30	-8	-1	14	-10	0.9
O=C(c1ccncc1)N1CCN(S(=O)(=O)c2cccc(C(F)(F)F)c2)CC1
→ 11	-7	6	4	3	1	4	0	0.5
S=C(NCc1ccncc1)Nc1cc(Cl)cc(Cl)c1
→ 5	26	-23	6	3	22	-2	6	-0.7
Cc1ccc(C(=O)OCC(=O)c2ccccc2)cc1
→ 4	11	-6	-9	-4	1	8	-14	0.1
O=C(NNC(=O)c1cnccn1)c1cccc([N+](=O)[O-])c1
→ 0	7	-5	1	1	2	1	9	-3.6
CSc1nccc(Oc2cncc(Cl)c2)n1
→ 4	4	-9	1	-3	1	0	-5	0.4
N#Cc1cccnc1N1CCN(C(C(=O)NC2CCCC2)c2ccc(F)cc2)CC1 (configuration not stated)
→ .	7	-3	.	1	3	-2	3	.
Cc1ccc2nc(C)cc(OCC(=O)O)c2c1
→ 7	4	0	13	0	1	0	-1	-0.8
COc1ccc(OC)c(C(=O)NC(CC(N)=O)c2ccc(N3CCN(c4ccccc4)CC3)c([N+](=O)[O-])c2)c1 (configuration not stated)
→ 6	0	3	-4	-1	3	3	-11	-0.3
COc1cc(C(=O)NC(CCSC)C(=O)OCc2cc([N+](=O)[O-])cc3c2OCOC3)cc(OC)c1OC (configuration not stated)
→ -8	3	-6	4	3	8	-4	-1	0.0
c1cnc2ccc(C(c3nnnn3C3CCCC3)N3CCN(c4nc5ccccc5s4)CC3)cc2c1 (configuration not stated)
→ -4	4	-8	-8	-7	1	1	-7	3.3
O=C(CSc1ncccc1-c1nc2ccccc2[nH]1)NC1CC1
→ 6	-10	0	2	0	1	3	0	-1.9
COc1ccccc1C(CC(=O)N1CCCC1)c1ccc2c(c1)OCO2 (configuration not stated)
→ 11	-3	0	-2	-3	1	8	10	-0.2
CCOC(=O)c1ccc(N/C=C\C(=O)c2cccc(OC)c2)cc1
→ 11	-5	2	10	0	1	14	-9	2.3
COc1ccc(OC)c(S(=O)(=O)N2CCN(Cc3ccccc3)CC2)c1
→ 7	6	1	-9	2	1	-3	3	0.0

# Fetched one by one from above, two records:
# Sequence of screens: CHRM1 PAM	M5 antag	CHRM5 PAM	CRFR2-BP antag	M5 ag	M4 ag	CHRM4 PAM	CHRM4 antagonist	CRFBP-R2 agonist
CSc1nccc(Oc2cncc(Cl)c2)n1
→ 4	4	-9	1	-3	1	0	-5	0.4
c1cnc2ccc(C(c3nnnn3C3CCCC3)N3CCN(c4nc5ccccc5s4)CC3)cc2c1 (configuration not stated)
→ -4	4	-8	-8	-7	1	1	-7	3.3

# Continued.
# Sequence of screens: CHRM1 PAM	M5 antag	CHRM5 PAM	CRFR2-BP antag	M5 ag	M4 ag	CHRM4 PAM	CHRM4 antagonist	CRFBP-R2 agonist
O=C1Nc2ccccc2/C1=N/c1sc2c(c1C(=O)NCCc1ccccc1)CCCC2
→ 3	5	-6	-2	1	0	6	1	-2.4
CSc1ccccc1C(=O)Nc1cccc(C(C)=O)c1
→ -3	16	-9	-5	-4	1	-3	-4	2.3
C[C@H]1C=C(C(=O)N2CCOCC2)O[C@@H](OCc2ccc(CO)cc2)C1
→ 0	-7	4	-3	4	1	1	0	-0.8
Cn1cccc1C(=O)NC(=O)CSc1cccc[n+]1[O-]
→ 0	3	-10	5	-4	0	-1	9	2.1
COc1ccc(S(=O)(=O)NCc2cccs2)cc1
→ 3	1	2	26	2	0	16	-18	-1.0
CC(=O)Nc1ccc(S(=O)(=O)N2CCCN(S(=O)(=O)c3ccc(C)cc3)CC2)cc1
→ -4	2	-7	14	1	5	-12	12	-2.7
COC(=O)Cc1ccc(NC(=S)N2CCN(CCO)CC2)cc1
→ 14	-1	5	-11	-1	0	8	-12	0.3
COc1ccc(CCC(=O)OCC(=O)Nc2ccccc2)cc1
→ 9	15	-2	-14	-3	1	-7	14	0.1
Cc1ccc(CCNC(=O)CN(c2cc(C)cc(C)c2)S(=O)(=O)c2c(C)noc2C)cc1
→ 3	-5	3	-19	0	1	2	2	2.5
Cc1ccc(C(=O)NN=C2CCCCCC2)s1
→ 10	-3	12	-6	-4	0	1	-8	0.8
CC1CCCN(CCCNC(=O)c2nn(C)c3c2CSc2ccccc2-3)C1 (configuration not stated)
→ 0	2	5	7	-6	0	1	-3	0.1
Cc1nnc(NC(=O)CSc2nnc(CCc3nc4ccccc4[nH]3)n2C)s1
→ 6	6	-2	10	0	0	1	1	-0.3
O=C(COc1ccccc1)Nc1ccc(N2CCCCC2)cc1
→ 6	3	-4	6	-3	0	15	-21	-0.8
O=C(c1ccco1)N1CCN(Cc2ccc(F)cc2Cl)CC1
→ 4	2	4	-6	1	1	5	-1	-3.5
COc1cccc(-c2cc(C(F)(F)F)nc(-n3cc(C)cn3)n2)c1
→ 6	11	-2	-12	-4	-1	-2	-1	6.1
